EphA4 KYL inhibition: inhibitors of EphA4 binding to KYL peptide, primary screen, biochemical, colorimetric, mouse EphA4 (AID 689); 0.1% of 62,000 active; one-dose inhibition, % at 10 µM; IC50 in µM for titrated hits; EphA4-AP binding to KYL peptide, pNPP A405; higher % means a stronger effect; in the data active = a potency from the dose series; inactive = the rest, 99 in 100 with inhibition below about 22%
* hit, by the source's call; & = joins results of further samples. Only part of the results is shown (hit frequency here may not be typical).

Sample of the layout (2 entries):
CC12CC(NC(=O)N1Cc1ccccc1)c1ccccc1O2 (stereo unspecified) was read as EphA4 KYL inhibition -17%.
For O=c1cc(CN2CCN(c3ccccc3)CC2)c2cc(O)c(-c3ccccc3)cc2o1 the results were EphA4 KYL inhibition -7%.

The listing, from the first entry:
CC12CC(NC(=O)N1Cc1ccccc1)c1ccccc1O2 (stereo unspecified) was read as EphA4 KYL inhibition -17%.
For O=c1cc(CN2CCN(c3ccccc3)CC2)c2cc(O)c(-c3ccccc3)cc2o1 the results were EphA4 KYL inhibition -7%.
For CCOC(=O)c1c(NC(=O)Nc2ccccc2)sc(C)c1C the results were EphA4 KYL inhibition -7%.
CC(=O)NCCn1c(SCc2cc(F)ccc2F)nc2ccccc2c1=O was read as EphA4 KYL inhibition -20%.
For CCCOC(=O)Nc1ccccc1C(N)=O the results were EphA4 KYL inhibition -10%.
For CCNC(=O)NC(=O)COC(=O)c1ccccc1SCC(=O)NC(=O)NCC the results were EphA4 KYL inhibition 6%.
`CCNC(=S)N1CCN(CCN=CC2=C(O)CC(c3ccco3)CC2=O)CC1` (stereo unspecified) gave EphA4 KYL inhibition -1%.
CCCS(=O)(=O)C(=C1NCCO1)S(=O)(=O)CCC was read as EphA4 KYL inhibition 5%.
`C1CN(c2nc3nonc3nc2N2CCOCC2)CCO1` gave EphA4 KYL inhibition -5%.
Screening O=C(Nc1ccc(-c2nc3ccccc3s2)cc1)c1ccc(Cl)c([N+](=O)[O-])c1 returned EphA4 KYL inhibition 24%.
Screening CCOC(=O)C1CCN(C(=O)CSC2=NCCS2)CC1 returned EphA4 KYL inhibition -4%.
For O=C(Nc1ccc(Cl)c(Cl)c1)C1=Cc2ccccc2OC1 the results were EphA4 KYL inhibition -10%.
For CCOC(=O)c1cnn(-c2ccc(C)cc2)c1N the results were EphA4 KYL inhibition -1%.
Screening CCCn1c(N)c(C(=O)CSc2nnc(C)n2Cc2ccccc2)c(=O)n(C)c1=O returned EphA4 KYL inhibition 0%.
COc1cccc(C(=O)Nc2nc3ccccc3[nH]2)c1 was read as EphA4 KYL inhibition -10%.
`CCN1CCCC1CNC(=O)CSCc1nc(-c2ccccc2C)oc1C` (stereo unspecified) gave EphA4 KYL inhibition -6%.
`CCOC(=O)c1sc(-c2ccc(Br)cc2)cc1N` gave EphA4 KYL inhibition -11%.
O=C(NO)C1CC2C=CC1C2 (stereo unspecified) was read as EphA4 KYL inhibition -15%.
Screening CC(=O)c1ccc(NS(=O)(=O)c2ccc(CC(C)C)cc2)cc1 returned EphA4 KYL inhibition -9%.
Screening N#CC(c1ccc(Cl)cc1)c1nc2ccccc2nc1C(F)(F)F (stereo unspecified) returned EphA4 KYL inhibition -1%.
Screening COc1ccc(OCC(=O)Nc2ccc3c(c2)OCCO3)cc1 returned EphA4 KYL inhibition -2%.
`Cn1ncc([N+](=O)[O-])c1C(=O)Nc1ccc2c(c1)OCCO2` gave EphA4 KYL inhibition -8%.
Screening Cc1ccc(S(=O)(=O)NC(CC(=O)O)c2ccco2)cc1 (stereo unspecified) returned EphA4 KYL inhibition 3%.
`O=S(=O)(c1ccccc1)n1ccc2cccnc21` gave EphA4 KYL inhibition -8%.
O=C1CC(c2ccccc2)CC(O)=C1C=NC1CCCCCC1 (stereo unspecified) was read as EphA4 KYL inhibition -15%.
CC(=O)NC1(C(F)(F)F)C(=O)NC(C)=C1C#N (stereo unspecified) was read as EphA4 KYL inhibition -4%.
For NS(=O)(=O)c1ccc(CNC(=O)c2ccco2)cc1 the results were EphA4 KYL inhibition 7%.
`CC1(C)CC(=O)C2=C(C1)NC(SCC(=O)Nc1ccccc1)=C(C#N)C21CCCCC1` gave EphA4 KYL inhibition 3%.
CC(C)C(=O)Nc1ccc(NC(=O)c2cccs2)cn1 was read as EphA4 KYL inhibition 14%.
For NC(=O)C1(N2CCCCC2)CCN(C(=S)Nc2ccc(Cl)cc2)CC1 the results were EphA4 KYL inhibition -5%.
For CCN(CC)C(=O)C1CCCN(C/C(C)=C/c2ccccc2)C1 (stereo unspecified) the results were EphA4 KYL inhibition 3%.
Screening Cc1ccc(C2C(C#N)=C(N)SC(N)=C2C#N)c(C)c1 returned EphA4 KYL inhibition 25%.
For COC(=O)C(C)Sc1n[nH]c(=S)s1 (stereo unspecified) the results were EphA4 KYL inhibition -1%.
Cc1nc(NC(C)C)c2oc3ccccc3c2n1 was read as EphA4 KYL inhibition -6%.
Cc1ccccc1CN1CCN(S(C)(=O)=O)CC1 was read as EphA4 KYL inhibition -6%.
For Cc1ccc(COc2ccc(C=C3C(=O)NC(=O)NC3=O)cc2Br)cc1 the results were EphA4 KYL inhibition 14%.
CCN1CCN(c2nc(-c3ccccn3)nc3ccccc23)CC1 was read as EphA4 KYL inhibition -7%.
`CC(=O)N1CCc2[nH]c3ccccc3c2C1` gave EphA4 KYL inhibition -2%.
CCN(CC)C(NC(=O)C(C)(C)C)C(Cl)(Cl)Cl (stereo unspecified) was read as EphA4 KYL inhibition -12%.
O=C(NCc1ccccc1)C(c1cccnc1)N(Cc1ccco1)C(=O)c1ccccn1 (stereo unspecified) was read as EphA4 KYL inhibition -28%.
`CCOc1ccc2nc(SCC(=O)NC(=O)NCc3ccco3)[nH]c2c1` gave EphA4 KYL inhibition 4%.
COc1ccc(OCCOCCN2CCc3ccccc3C2)cc1 was read as EphA4 KYL inhibition -5%.
For Cc1ccc(OCC(=O)O)c(-n2nc3ccccc3n2)c1 the results were EphA4 KYL inhibition -4%.
`CCCOn1c(OCC(C)C)nc2ccccc2c1=O` gave EphA4 KYL inhibition 0%.
`CCOc1ccc(C2(Cc3ccccc3)C(=O)c3ccccc3C2=O)cc1` gave EphA4 KYL inhibition -5%.

Six compounds already listed, arranged by SMILES length, highest first.
O=C(NCc1ccccc1)C(c1cccnc1)N(Cc1ccco1)C(=O)c1ccccn1 (stereo unspecified) was read as EphA4 KYL inhibition -28%.
`CCOc1ccc2nc(SCC(=O)NC(=O)NCc3ccco3)[nH]c2c1` gave EphA4 KYL inhibition 4%.
For CCN(CC)C(=O)C1CCCN(C/C(C)=C/c2ccccc2)C1 (stereo unspecified) the results were EphA4 KYL inhibition 3%.
For Cc1ccc(OCC(=O)O)c(-n2nc3ccccc3n2)c1 the results were EphA4 KYL inhibition -4%.
`CCCOn1c(OCC(C)C)nc2ccccc2c1=O` gave EphA4 KYL inhibition 0%.
`CC(=O)N1CCc2[nH]c3ccccc3c2C1` gave EphA4 KYL inhibition -2%.

Pulled by structure from the list above (2):
For Cc1ccc(COc2ccc(C=C3C(=O)NC(=O)NC3=O)cc2Br)cc1 the results were EphA4 KYL inhibition 14%.
`CCOc1ccc2nc(SCC(=O)NC(=O)NCc3ccco3)[nH]c2c1` gave EphA4 KYL inhibition 4%.

Further entries follow.
`C=C(C)Cc1c(C)c(C#N)c2nc3ccccc3n2c1N1CCCCC1` gave EphA4 KYL inhibition -15%.
For COc1cc(/C=N/Nc2snc(SC)c2C#N)ccc1O the results were EphA4 KYL inhibition -7%.
For CC(=O)c1oc2ccccc2c1N the results were EphA4 KYL inhibition -8%.
`O=C(Cn1ncn2cccc2c1=O)N1CCCCC1` gave EphA4 KYL inhibition -5%.
`COc1ccc(C2/C(=C(\O)c3ccc(F)cc3)C(=O)C(=O)N2c2ccccn2)cc1OC` (stereo unspecified) gave EphA4 KYL inhibition -4%.
For O=c1c(=NNc2ccccc2Cl)c(=O)c2ccccc12 the results were EphA4 KYL inhibition -14%.
Screening Nn1c(SCC(=O)Nc2ccc3c(c2)OCO3)nnc1-c1cccc(Cl)c1 returned EphA4 KYL inhibition -6%.
For Cc1ccc(C)c(SCC(=O)NCc2ccco2)c1 the results were EphA4 KYL inhibition 3%.
For Cc1c(NC(=O)CN2CCN(C(=O)c3ccco3)CC2)c(=O)n(-c2ccccc2)n1C the results were EphA4 KYL inhibition -12%.
CCOC(=O)C1=C(C)N=C2SC(C(=O)OC)=CC(=O)N2C1c1cccc(OC)c1 (stereo unspecified) was read as EphA4 KYL inhibition 18%.
Screening CN(C)S(=O)(=O)N1CCN(C(=O)c2ccccc2)CC1 returned EphA4 KYL inhibition -9%.
Cc1cc(C)n(-c2ccc(OCC(=O)O)nn2)n1 was read as EphA4 KYL inhibition 15%.
`CN1C(=O)CC(N2CCN(C(=O)c3ccccc3)CC2)C1=O` (stereo unspecified) gave EphA4 KYL inhibition -18%.
For COC(=O)Cn1c2c(c3cc(C)ccc31)CCCC2 the results were EphA4 KYL inhibition 2%.
Screening CC1(C)C2(C#N)C(N)=NC3(OCCO3)C12C#N (stereo unspecified) returned EphA4 KYL inhibition 1%.
`NC(=O)NC(c1ccccc1)c1cccc2ccccc12` (stereo unspecified) gave EphA4 KYL inhibition -5%.
Clc1ccc2nc(-c3ccccc3)c(CN3CCOCC3)n2c1 was read as EphA4 KYL inhibition -8%.
COC(=O)Cn1ncn2cccc2c1=O was read as EphA4 KYL inhibition -12%.
Screening COc1ccc(CN2C(=O)c3ccccc3C(/C=N\OCc3ccc(F)cc3)C2=O)cc1 (stereo unspecified) returned EphA4 KYL inhibition 4%.
For COc1ccc(OC2C(=O)N(Cc3ccc(F)cc3)C2c2ccc(OC)c(OC)c2)cc1 (stereo unspecified) the results were EphA4 KYL inhibition -11%.
For O=S(=O)(Nc1ccc2c(c1)oc1ccccc12)N1CCCC1 the results were EphA4 KYL inhibition -8%.
`COc1ccccc1-n1nnnc1SCC(=O)Nc1ccccn1` gave EphA4 KYL inhibition -5%.
`COc1cc2c(cc1OC)CN(C(=O)CCCN1C(=O)c3ccccc3C1=O)CC2` gave EphA4 KYL inhibition -11%.
For CCOC(=O)N1CCC(N2Cc3cccc(C(=O)Nc4ccc(OC)c(OC)c4)c3C2=O)CC1 the results were EphA4 KYL inhibition -2%.
For COC(=O)c1c(NC(=O)CN2CCN(c3ccccc3OC)CC2)c2c(C)cccc2n1C the results were EphA4 KYL inhibition -17%.
For O=C1C=C(Nc2ccccc2)C(=O)N1Cc1ccccc1 the results were EphA4 KYL inhibition -7%.
O=C(NCc1ccc(C(F)(F)F)cc1)C1CC(c2c(Cl)cccc2Cl)=NO1 (stereo unspecified) was read as EphA4 KYL inhibition -2%.
CCCC(=O)C1=C(O)C(C(=O)OC)C(C)(C)CC1=Nc1ccncc1 (stereo unspecified) was read as EphA4 KYL inhibition -10%.
For CC(=O)c1cccc(NC(=O)c2cc3ccccn3n2)c1 the results were EphA4 KYL inhibition -2%.
`COC(=O)c1cc2ccsc2n1CC(=O)NCC1CCCO1` (stereo unspecified) gave EphA4 KYL inhibition -13%.
`Cc1ccc(O)c(C(=O)c2cc(C#N)c(=O)n(-c3c(C)n(C)n(-c4ccccc4)c3=O)c2)c1` gave EphA4 KYL inhibition -8%.
`O=C(Nc1c(C(=O)N2CCOCC2)cnn1-c1ccccc1)c1ccccc1` gave EphA4 KYL inhibition 8%&-2%.
`Cc1cc(C)c2c(N)c(C(=O)Nc3nccs3)sc2n1` gave EphA4 KYL inhibition -14%.
CCSc1cc(N2CCCC2)nc(-c2ccc(F)cc2)n1 was read as EphA4 KYL inhibition -6%.
Screening COc1ccc(/C=N/Nc2ncnc3scc(-c4ccccc4)c23)cc1OC returned EphA4 KYL inhibition 0%.
Screening CCOc1cc(C2C(C(=O)c3ccco3)=C(O)C(=O)N2CCc2ccccc2)ccc1O (stereo unspecified) returned EphA4 KYL inhibition -10%.
`CCOC(=O)c1nn(-c2ccc(C)c(C)c2)c(=O)c2c(N)scc12` gave EphA4 KYL inhibition 2%.
Screening Cn1nnc(NC(=O)c2ccc(C(C)(C)C)cc2)n1 returned EphA4 KYL inhibition -9%.
`COc1ccc(-c2cc(C(=O)NCc3cccnc3)no2)cc1OC` gave EphA4 KYL inhibition -5%.
`COc1ccccc1C=C1C(=O)c2ccccc2C1=O` gave EphA4 KYL inhibition -1%.
CCC(C)NC(=O)COc1ccc(S(=O)(=O)N2CCOCC2)cc1 (stereo unspecified) was read as EphA4 KYL inhibition -9%.
Screening CCOC(=O)c1sc2nc(SC)nc(-c3ccc(Cl)cc3)c2c1N returned EphA4 KYL inhibition -2%.
`O=C(CN1CCCCCC1)Nc1ccc(Br)cc1Br` gave EphA4 KYL inhibition -1%.
`COc1ccc(S(=O)(=O)N(CC(=O)NCc2ccco2)Cc2ccccc2)cc1OC` gave EphA4 KYL inhibition -8%.
For CCOC(=O)C1=C(C)NC2=C(C(=O)CC(C)(C)C2)C1c1ccc(N2CCOCC2)cc1 (stereo unspecified) the results were EphA4 KYL inhibition -9%.
`Cn1c(CCNC(=O)c2ccco2)nc2cc(NS(=O)(=O)c3ccc(Cl)cc3)ccc21` gave EphA4 KYL inhibition -29%.
`COc1ccc(OC)c(-c2cc(C(=O)Nc3c(C)nn(Cc4ccc(Cl)cc4)c3C)no2)c1` gave EphA4 KYL inhibition 2%.
For Cc1c(N=C2SCC(=O)N2/N=C/c2ccccc2Cl)c(=O)n(-c2ccccc2)n1C the results were EphA4 KYL inhibition -3%.
`CC(N=c1ccccn1C(=O)Nc1ccc(F)cc1)c1ccco1` (stereo unspecified) gave EphA4 KYL inhibition -12%.
Screening N#Cc1ccc(OCC(=O)N2CCN(S(=O)(=O)c3cccs3)CC2)cc1 returned EphA4 KYL inhibition -1%.
For CCOc1ccc(OCC)c(NC(=O)C2CCCN(S(=O)(=O)c3cccs3)C2)c1 (stereo unspecified) the results were EphA4 KYL inhibition 4%.
CN1CCCCc2c1nc1c(c2N)CCCC1 was read as EphA4 KYL inhibition -16%.
For CCOC(=O)N/N=C(/C)c1ccc([N+](=O)[O-])o1 the results were EphA4 KYL inhibition -12%.
`CCN(CC)Cc1c(O)ccc2c(-c3ccccc3)cc(=O)oc12` gave EphA4 KYL inhibition 2%.
For COc1cc(OC)cc(-c2nnc(SCC(=O)N(C(C)C)C(C)C)o2)c1 the results were EphA4 KYL inhibition 28%.
CCc1nc(Nc2ccc(N3CCN(C(C)=O)CC3)cc2)c2oc3ccccc3c2n1 was read as EphA4 KYL inhibition 0%.
`O=[N+]([O-])c1ccc(Cl)cc1NCCOc1cccc2ccccc12` gave EphA4 KYL inhibition -14%.
COCCn1c(N)c(C(=O)NCc2cccs2)c2nc3ccccc3nc21 was read as EphA4 KYL inhibition -27%.
CCOc1ccc2[nH]c(=O)c(CN(Cc3cccs3)Cc3nnnn3C(C)(C)C)cc2c1 was read as EphA4 KYL inhibition -8%.
